Rpn11 block – blocks the human proteasome subunit Rpn11; human 26S proteasome, Ub4-pepOG fluorescence polarization; 20S core pre-blocked with epoxomicin; calls only at 20 µM; hit rate 0.59% among 360,000; AID 588493;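 active = inhibition at 20 µM, scaled to each plate's controls, above about 33%, limit read from the data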
Target sequence (O00487 whole entry, looked up): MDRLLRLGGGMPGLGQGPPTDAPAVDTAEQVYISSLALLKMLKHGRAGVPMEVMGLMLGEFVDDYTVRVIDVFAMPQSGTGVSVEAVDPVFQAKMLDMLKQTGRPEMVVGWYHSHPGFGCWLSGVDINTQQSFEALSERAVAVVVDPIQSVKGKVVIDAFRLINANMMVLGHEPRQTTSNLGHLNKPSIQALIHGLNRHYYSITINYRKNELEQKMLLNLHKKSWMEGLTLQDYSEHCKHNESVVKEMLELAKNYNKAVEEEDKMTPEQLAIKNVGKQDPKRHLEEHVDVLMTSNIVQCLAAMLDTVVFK
CSN inh – blocks human CSN-mediated cullin deneddylation; Q92905; Purified CSN, SCF-Nedd8-OG deneddylation, fluorescence polarization; inhibition, % at 12.5 µM; hit rate 0.38% among 360,000; AID 651999;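 active = pattern-corrected inhibition above about 35%, with an unprinted fluorescence ratio check between 0.5 and 1.5, limit read from the data, passing the limit was not always enough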;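 also: 0% = enzyme with substrate and 100% = substrate without enzyme; some results filed as inactive read as strong as hits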
Target sequence (Q92905 whole entry, looked up, one chain of several): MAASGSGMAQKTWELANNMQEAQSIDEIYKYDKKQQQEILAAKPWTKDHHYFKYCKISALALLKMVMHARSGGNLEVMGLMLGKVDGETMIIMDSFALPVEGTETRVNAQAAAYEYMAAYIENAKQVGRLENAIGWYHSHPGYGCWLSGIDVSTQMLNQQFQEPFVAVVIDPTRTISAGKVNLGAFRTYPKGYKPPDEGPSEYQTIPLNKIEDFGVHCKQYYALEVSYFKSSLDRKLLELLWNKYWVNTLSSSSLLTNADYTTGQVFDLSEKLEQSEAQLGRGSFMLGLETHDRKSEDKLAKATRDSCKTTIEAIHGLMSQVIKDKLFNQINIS
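Material: human Csn5 produced in HEK293T cells; Input: enzyme 0.24 nM; Reagent: SCFSkp2-Nedd8OG substrate at 10 nM final; Dosing: 12.5 µM compound; Incubation: 90 min reaction at room temperature; Detection: fluorescence polarization of the substrate; Evaluation: % inhibition of substrate cleavage by Csn5; Control set: substrate-only high control, full reaction low control.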
Rin1-Abl PPI inh – human Rin1-Abl interaction inhibition; TR-FRET Rin1/Abl binding, biochemical; P00519+Q13671; AID 588664; inhibition, % at 7.35 µM; hit rate 0.4% among 360,000; in the data active = inhibition above about 5%, passing the limit was not always enough
MLLE-PAM2 inh – inhibitors of microRNA-mediated deadenylation, human PABP1 MLLE binding | P11940 | inhibition, % at 20 µM | hit rate 0.36% among 360,000 | AID 588489 | GST-MLLE / FITC-PAM2 fluorescence polarization; in the data active = inhibition above about 35%, passing the limit was not always enough;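 also: plate controls were DMSO wells with GST-MLLE for no effect and wells lacking GST-MLLE protein for full effect; some results filed as inactive read as strong as hits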
FAS-TE inh – blocks the thioesterase domain of human fatty acid synthase | recombinant FAS-TE, OMFH fluorogenic substrate, fluorescence endpoint | inhibition, % at 15 µM | hit rate 0.67% among 360,000 | AID 602261;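 active = compounds whose normalised, plate-corrected inhibition of enzyme fluorescence in the single-dose primary screen is 50% or more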;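 also: 0% = DMSO with enzyme and 100% = substrate without enzyme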
eLon inh – E. coli protease La inhibition. purified E. coli Lon protease, fluorescence polarization. AID 602123. inhibition, % at 7.94 µM. hit rate 0.42% among 360,000; in the data active = inhibition above about 13%, passing the limit was not always enough;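 also: 0% = enzyme with probe and DMSO and 100% = no enzyme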
MT1-MMP act inh – blocks activation of human MT1-MMP; P50281; HT1080 RFP-PRO-GFP cells, GFP/RFP ratio fluorescence, overnight; percent of plate control window, DMSO zero; GFP/RFP ratio change, % at 20 µM; hit rate 0.061% among 360,000;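 active = GFP/RFP ratio change of at least 30% with cell ATP level not reduced by more than half and red fluorescence within 50% of control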; also: strong numbers were not always called active
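Compound: 20 µM single dose, 1% DMSO / System: HT1080 RFP-PRO-GFP cells / Controls: DMSO and RFP-L50D-GFP cell wells / Read-out basis: GFP/RFP fluorescence ratio / Schedule: overnight compound exposure at 37 °C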
MsrA inhibitor – inhibits bovine methionine sulfoxide reductase A; purified bovine MsrA, absorbance read-out; inhibition, % at 15.5 µM; hit rate 0.75% among 360,000; in the data active = inhibition above about 4.5%;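 also: 0% = vehicle wells with enzyme and 100% = reference inhibitor wells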
bovine MsrA act – bovine methionine sulfoxide reductase A activation. purified bovine MsrA, absorbance read-out. activation, % at 10.6 µM. hit rate 0.3% among 360,000; in the data active = activation above about 7.5%;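 also: 0% = vehicle and 100% = reference activator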
* = called active by the depositor; i = inactive.

[1] CCCn1nnnc1NC(=O)COc1ccc(Cl)cc1C
[2] Cc1cc(C)n(C2CCCCC2OC(=O)CCc2ccccc2)n1 (configuration not stated)
[3] O=C1CC(c2ccccc2)=Nc2ccccc2N1Cc1ccccc1
[4] O=[N+]([O-])c1ccc(Cl)cc1Sc1nc2ccccc2o1
[5] CCCNC(=O)CNC(=S)N(Cc1cc(OC)c(OC)c(OC)c1)C1CCCC1
[6] CCc1c(-c2ccccc2)[n+](=O)c2c(n1[O-])CCC2
[7] CC(=O)c1cccc(NC(=O)C(OC(=O)c2ccccc2NS(=O)(=O)c2cccs2)c2ccccc2)c1 (configuration not stated)
[8] CSCc1c(C(=O)Nc2ccccc2N2CCOCC2)oc2ccccc12
assay / entry	1	2	3	4	5	6	7	8
Rpn11 block	i	i	i	i	i	i	i	i
CSN inh	0	2	2	4	4	1	-12	-5
Rin1-Abl PPI inh	-1	-3	1	0	3	-1	-4	0
MLLE-PAM2 inh	2	1	13	2	-111	-3	-9	0
FAS-TE inh	-2	-4	22	35	-11	-8	30	37
eLon inh	1	0	-1	-3	-7	5	-2	2
MT1-MMP act inh	6	-1	0	0	-1	-1	-2	1
MsrA inhibitor	-0.8	0.6	-1.2	-0.1	-1.1	0.9	-0.6	-0.6
bovine MsrA act	-3	-6	-2	6	-5	-3	-5	-6

Continued, starting with the last two of the part before.
[7] CC(=O)c1cccc(NC(=O)C(OC(=O)c2ccccc2NS(=O)(=O)c2cccs2)c2ccccc2)c1 (configuration not stated)
[8] CSCc1c(C(=O)Nc2ccccc2N2CCOCC2)oc2ccccc12
[9] O=C1NC(=O)C2(CCCCC2C2CCCCC2)N1 (configuration not stated)
[10] Clc1ccc(-c2csc(Nc3cccnc3)n2)cc1
[11] CC(C)(C)c1cc(-c2nc(N)nc(N)n2)c(O)c(C(C)(C)C)c1
[12] CCSc1ncc(Cl)c(C(=O)Nc2ccccc2OC)n1
[13] CCn1c(SCC(N)=O)nnc1-c1ccco1
[14] O=C(Nc1ccccc1)N1CCN(c2nc3ccccc3s2)CC1
[15] Cc1ccc(S(=O)(=O)Cc2ccc([N+](=O)[O-])cc2)cc1
[16] COc1ccc(N2C(=O)CC(N3CCN(c4ccccc4OC)CC3)C2=O)cc1 (configuration not stated)
assay / entry	7	8	9	10	11	12	13	14	15	16
Rpn11 block	i	i	i	i	i	i	i	i	i	i
CSN inh	-12	-5	1	-5	-2	-1	2	-4	-6	-1
Rin1-Abl PPI inh	-4	0	2	-3	1	0	0	2	1	-1
MLLE-PAM2 inh	-9	0	-5	1	3	5	6	2	8	-3
FAS-TE inh	30	37	-2	-3	42	-1	-6	0	0	-3
eLon inh	-2	2	1	2	6	-8	-12	-6	11	-7
MT1-MMP act inh	-2	1	-3	0	-1	1	-1	8	0	1
MsrA inhibitor	-0.6	-0.6	0.7	1.0	-0.6	-0.4	-0.6	0.8	-0.8	0.8
bovine MsrA act	-5	-6	-6	-2	-6	-5	-10	-1	-1	-2

[17] O=C(O)CSc1nc2ccc(Br)cc2[nH]1
[18] Cc1ccc(-n2ncc3c2CCCC3NC(=O)CCc2c(C)noc2C)cc1C (configuration not stated)
[19] Cc1cccc(-n2c(CCCN3C(=O)c4ccccc4C3=O)nc3ccccc3c2=O)n1
[20] CCC(=O)c1cn(CC(=O)NCC2CCCO2)c2ccccc12 (configuration not stated)
[21] CC(=O)c1c(C)[nH]c(C(=O)CN2C(=O)NC3(CCCCC3)C2=O)c1C
[22] CCCCOc1ccc(-c2c(C#N)c(N)nc(SCC(N)=O)c2C#N)cc1
[23] CSc1ccc(NC(=O)N2CC(C)OC(C)C2)cc1 (configuration not stated)
[24] CCOC(=O)C1CCN(S(=O)(=O)c2ccc(CN3C(=O)c4cccnc4C3=O)cc2)CC1
assay / entry	17	18	19	20	21	22	23	24
Rpn11 block	i	i	i	i	i	i	i	i
CSN inh	70*	-1	7	2	1	2	0	1
Rin1-Abl PPI inh	1	3	1	1	1	-1	-6	4
MLLE-PAM2 inh	5	4	9	-11	-13	-13	-4	4
FAS-TE inh	-5	-1	-6	-1	-8	76*	-4	5
eLon inh	-16	-1	4	-6	-4	-13	8	1
MT1-MMP act inh	-1	8	5	-3	5	7	1	-2
MsrA inhibitor	-0.8	-0.5	-0.7	-0.2	-0.2	1.5	0.5	-0.8
bovine MsrA act	-1	-5	-2	-1	-5	-2	3	-3

[25] Cc1nc(N)ncc1CCC1OCCO1
[26] CCCn1cc(CN2CCC(Cc3ccccc3)(C(=O)OCC)CC2)c(C)n1
[27] COCc1nnc(NS(=O)(=O)c2ccc(Cl)cc2)s1
[28] CC(C)(C)Sc1ccc2nc3c(n2c1)CCCC3
assay / entry	25	26	27	28
Rpn11 block	i	i	i	i
CSN inh	5	5	3	-7
Rin1-Abl PPI inh	0	-1	-4	1
MLLE-PAM2 inh	4	5	6	9
FAS-TE inh	-7	-3	-2	0
eLon inh	0	4	-4	7
MT1-MMP act inh	0	-1	-1	3
MsrA inhibitor	-0.8	1.5	-0.6	0.2
bovine MsrA act	2	-3	-4	-4

Ordered by molar mass (ascending): part of the list above
[25] Cc1nc(N)ncc1CCC1OCCO1
[13] CCn1c(SCC(N)=O)nnc1-c1ccco1
[10] Clc1ccc(-c2csc(Nc3cccnc3)n2)cc1
[1] CCCn1nnnc1NC(=O)COc1ccc(Cl)cc1C
[20] CCC(=O)c1cn(CC(=O)NCC2CCCO2)c2ccccc12 (configuration not stated)
[12] CCSc1ncc(Cl)c(C(=O)Nc2ccccc2OC)n1
[2] Cc1cc(C)n(C2CCCCC2OC(=O)CCc2ccccc2)n1 (configuration not stated)
[14] O=C(Nc1ccccc1)N1CCN(c2nc3ccccc3s2)CC1
[22] CCCCOc1ccc(-c2c(C#N)c(N)nc(SCC(N)=O)c2C#N)cc1
[18] Cc1ccc(-n2ncc3c2CCCC3NC(=O)CCc2c(C)noc2C)cc1C (configuration not stated)
assay / entry	25	13	10	1	20	12	2	14	22	18
Rpn11 block	i	i	i	i	i	i	i	i	i	i
CSN inh	5	2	-5	0	2	-1	2	-4	2	-1
Rin1-Abl PPI inh	0	0	-3	-1	1	0	-3	2	-1	3
MLLE-PAM2 inh	4	6	1	2	-11	5	1	2	-13	4
FAS-TE inh	-7	-6	-3	-2	-1	-1	-4	0	76*	-1
eLon inh	0	-12	2	1	-6	-8	0	-6	-13	-1
MT1-MMP act inh	0	-1	0	6	-3	1	-1	8	7	8
MsrA inhibitor	-0.8	-0.6	1.0	-0.8	-0.2	-0.4	0.6	0.8	1.5	-0.5
bovine MsrA act	2	-10	-2	-3	-1	-5	-6	-1	-2	-5

[5] CCCNC(=O)CNC(=S)N(Cc1cc(OC)c(OC)c(OC)c1)C1CCCC1
[24] CCOC(=O)C1CCN(S(=O)(=O)c2ccc(CN3C(=O)c4cccnc4C3=O)cc2)CC1
assay / entry	5	24
Rpn11 block	i	i
CSN inh	4	1
Rin1-Abl PPI inh	3	4
MLLE-PAM2 inh	-111	4
FAS-TE inh	-11	5
eLon inh	-7	1
MT1-MMP act inh	-1	-2
MsrA inhibitor	-1.1	-0.8
bovine MsrA act	-5	-3

Not a hit list; 3.7% or so of the library scored in one or more.
